# Insulin prom inh – inhibitors of insulin promoter-driven GFP, primary screen, imaging, TRM-6 cells (human fetal islet line), eGFP reporter, cell count. actives 0.9% (n = 130,000). reporter expression induced with tamoxifen. inhibition, % at 2 µM;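 active = inhibition above the mean plus 3 SD, with well images judged a real hit on visual review, cut at about 60% in these data, passing the limit was not always enough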
# SDO1 yeast rescue – growth rescue of sdo1-depleted yeast, primary screen, S. cerevisiae, bone marrow failure model; S. cerevisiae sdo1-depleted JHY4D growth rescue, OD600 30 h; stronger effect = higher value; pdr5 snq2 efflux-pump mutant strain; z-score at 10 µM; actives 0.21% (n = 140,000);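 active = z-score above 3 at both the 24 hr and the 30 hr optical density reads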;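 also: z-score against mean and SD of all compound wells on the same plate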
# SDO1 yeast rescue Rescue 24 h – recorded beside SDO1 yeast rescue, whose call it bears; z-score; S. cerevisiae sdo1-depleted JHY4D growth rescue, OD600; measured here: growth rescue at 24 h;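 0 is the plate mean of compound wells and units are plate SD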
# * marks the source's active call; other numbers are inactive results; · = not tested or not shown.
SMILES,Insulin prom inh,SDO1 yeast rescue,SDO1 yeast rescue Rescue 24 h
Cc1cc(OC(=O)c2ccccc2Br)cc(=O)n1C,·,0.25,-0.59
C=CCc1cccc(CNc2nc3ccccc3n2CCC)c1O,-25,-1.9,-1.1
CCOC(=O)C1=C(C)NC2=C(C(=O)C(C(=O)OC)C(C)C2)C1c1ccc(OC)c(O)c1 (stereo not given),24,1.2,0.3
CCCn1c(=O)c2c(nc3n2CCN3Cc2ccco2)n(C)c1=O,-28,·,·
COc1ccc(CC(=O)Nc2nc3n(n2)C(c2ccccc2)CC(=O)N3)cc1OC (stereo not given),0,-0.07,-0.57
O=C(CSc1nc(-c2ccco2)cc(C(F)(F)F)n1)NCc1cccs1,26,-0.01,5
O=C(NCc1cccnc1)c1ccc(COc2ccc(Cl)cc2Cl)o1,20,·,·
Cc1ccc(C(=O)NN2C(=O)/C(=C/c3cn(C)c4ccccc34)SC2=S)cc1,-35,-0.56,-0.46
COc1ccc(Nc2c3c(nc4c(-c5ccccc5)c(C)nn24)CCC3)cc1,91*,-0.15,1
CCC(C)(C)n1nnnc1CN1CCN(c2nc3cc(OC)ccc3cc2C#N)CC1,·,-1.3,-1.2
COCCN(C(=O)CCC(=O)Nc1ccccn1)C(C(=O)NCCC(C)C)c1ccc(OC)cc1 (stereo not given),·,0.33,-0.06
Cc1cc(C)c2cc(CN(CCO)Cc3nnnn3Cc3ccccc3)c(=O)[nH]c2c1,22,0.04,0.82
O=C(O)Cc1ccc(Oc2ncc(C(F)(F)F)cc2Cl)cc1,-38,·,·
CCCN1C(=O)SC(CC(=O)Nc2ccccc2C)C1=O (stereo not given),40,-0.28,-1.4
CCOC(=O)c1c(NC(=O)CSC2=NN3CCCC(=O)N=C3S2)sc2c1CCCCC2,-22,-0.77,-0.51
CC(C)(C)c1nc2c(C#N)c(-c3ccc(Cl)cc3)ccn2n1,-11,-1.2,-0.8
CCCC(=O)Nc1cccc(NC(=O)c2ccc3c(c2)OCCO3)c1,-15,0.41,-0.26
CCC(C)[C@H](NC(=O)NCCCN1CCOCC1)C(=O)OC (stereo not given in full),-6,5.6*,4.3*
COc1ccccc1C1CN(c2ccc(F)cc2F)N=C1c1cccs1 (stereo not given),-7,-0.55,-0.98
CCC(C)c1ccc(OCC(=O)O)cc1 (stereo not given),12,0.72,0.39
Cc1ccc(-n2c(SCC(=O)NCCN3C(=O)CSC3=O)nnc2-c2ccccc2)cc1,-48,-0.12,0.07
CCOC(=O)N1CCC(NS(=O)(=O)c2cc(Br)cc3c2N(C(=O)CC)CC3)CC1,·,0.01,-0.71
c1ccc(COc2ccc(OCCCCN3CCCCC3)cc2)cc1,·,0.09,0.69
COC(=O)NC(=C(Cl)Cl)S(=O)(=O)c1ccccc1,-31,-1.6,-1.7
CCOc1ccccc1-c1nc(CN2CCCC2c2nccs2)c(C)o1 (stereo not given),-192,·,·
# (list continues)
SMILES,Insulin prom inh,SDO1 yeast rescue,SDO1 yeast rescue Rescue 24 h
CC(=O)Nc1ccc(S(=O)(=O)NCc2ccc3c(c2)cc(C)n3C)cc1,·,0.57,0.11
ON=C1CCN(c2ncc(C(F)(F)F)cc2Cl)CC1,·,0.95,0.86
O=P(OC1CCCCC1)(OC1CCCCC1)C(O)c1c(Cl)cccc1Cl (stereo not given),-30,-0.67,0.48
COc1ccc(C2C(=O)N(C3CCCCCC3)CC(=O)N2Cc2ccccc2)cc1OC (stereo not given),18,-0.55,-0.25
COC(=O)C1=C(C)Nc2ncnn2C1c1ccco1 (stereo not given),50,0.4,0.26
O=C(Nc1nc2ccccc2s1)c1cnccn1,24,-0.52,0
COc1cc(NC(=O)c2cc(-c3cccc(O)c3)on2)cc(OC)c1OC,·,-0.39,-0.42
Cn1cnc2c1c(=O)n(Cc1ccccc1)c(=O)n2C,·,-0.61,-0.12
CCCn1nnc(NC(=O)c2cccc(OCc3ccccc3)c2)n1,43,-1.6,-1.2
O=C(Nc1ccc(Cl)cn1)c1cnn2cccnc12,38,0.37,0.01
CC12CC(NC(=O)N1CCc1ccccc1)c1ccccc1O2 (stereo not given),·,-1.1,-1.3
O=Cc1nc(-c2ccc(Cl)cc2)n2ccccc12,·,0.64,0.74
COc1ccc(/C=N/NC(=O)c2nonc2C)cc1,-5,1.3,0.02
COC(=O)c1ccccc1N/C=C1\CCc2c(c(C)nn2-c2ccccn2)C1=O,·,0.58,2.7
CCCOc1ccccc1C1CC(=O)NC(C)=C1C(=O)OCC(C)C (stereo not given),-24,-0.89,0.04
COc1ccc(/C=C/C(=O)Nc2ccccc2C(=O)N2CCCC2)cc1,23,-0.12,-0.38
O=C(O)C1CCCN(S(=O)(=O)c2ccc(Br)s2)C1 (stereo not given),33,·,·
CCn1nc2cc(C(=O)NCC34CC5CC(CC(C5)C3)C4)ccc2c1OC,·,-1.2,-0.45
COC(=O)c1ccc(COc2cccc(OC)c2)o1,-276,-0.44,-0.66
COc1ccc(NC(=S)N2CCN(C(=O)c3ccco3)CC2)c(OC)c1,17,1.4,1.7
O=C(/C=C/c1cccc([N+](=O)[O-])c1)Nc1cccc(NC(=O)c2ccco2)c1,·,-0.43,-1.3
CCOC(=O)N1CCN(CC(=O)Nc2cccc(Br)c2)CC1,19,1.3,0.65
Cc1cc(N(C)C)c(C#N)c(NCc2ccccc2)n1,·,0.14,0.34
CC(Nc1ccccc1)c1cc(Cl)ccc1O (stereo not given),-93,0.19,-0.61
CC(C)[C@H](NC(=O)NCc1ccc(Cl)cc1)C(=O)O,-21,1.4,2

# Nothing new here: an excerpt of the list.
SMILES,Insulin prom inh,SDO1 yeast rescue,SDO1 yeast rescue Rescue 24 h
O=C(Nc1ccc(Cl)cn1)c1cnn2cccnc12,38,0.37,0.01
CC12CC(NC(=O)N1CCc1ccccc1)c1ccccc1O2 (stereo not given),·,-1.1,-1.3
O=Cc1nc(-c2ccc(Cl)cc2)n2ccccc12,·,0.64,0.74
COc1ccc(/C=N/NC(=O)c2nonc2C)cc1,-5,1.3,0.02
COC(=O)c1ccccc1N/C=C1\CCc2c(c(C)nn2-c2ccccn2)C1=O,·,0.58,2.7
CCCOc1ccccc1C1CC(=O)NC(C)=C1C(=O)OCC(C)C (stereo not given),-24,-0.89,0.04
COc1ccc(/C=C/C(=O)Nc2ccccc2C(=O)N2CCCC2)cc1,23,-0.12,-0.38
O=C(O)C1CCCN(S(=O)(=O)c2ccc(Br)s2)C1 (stereo not given),33,·,·
CCn1nc2cc(C(=O)NCC34CC5CC(CC(C5)C3)C4)ccc2c1OC,·,-1.2,-0.45
COC(=O)c1ccc(COc2cccc(OC)c2)o1,-276,-0.44,-0.66
COc1ccc(NC(=S)N2CCN(C(=O)c3ccco3)CC2)c(OC)c1,17,1.4,1.7
O=C(/C=C/c1cccc([N+](=O)[O-])c1)Nc1cccc(NC(=O)c2ccco2)c1,·,-0.43,-1.3
CCOC(=O)N1CCN(CC(=O)Nc2cccc(Br)c2)CC1,19,1.3,0.65
Cc1cc(N(C)C)c(C#N)c(NCc2ccccc2)n1,·,0.14,0.34
CC(Nc1ccccc1)c1cc(Cl)ccc1O (stereo not given),-93,0.19,-0.61
CC(C)[C@H](NC(=O)NCc1ccc(Cl)cc1)C(=O)O,-21,1.4,2

# New compounds follow.
SMILES,Insulin prom inh,SDO1 yeast rescue,SDO1 yeast rescue Rescue 24 h
CCC(C)(C)n1nnnc1C(c1cccs1)N1CCc2ccccc21 (stereo not given),-67,-1.8,-1.3
O=C(CNC(=O)c1cccs1)NCC(=O)OCc1ccc(Cl)cc1Cl,·,-2,-1.1
O=C(N/N=C/c1ccc([N+](=O)[O-])s1)c1ccccc1,-57,·,·
S=c1[nH]nc(-c2cccc(Cl)c2)n1CCN1CCCCC1,-83,1.2,0.35
CCOC(=O)N/N=C(\C)c1ccccc1OC(F)F,36,0.67,-0.23
CC(=O)NC(NC(=S)Nc1ccccc1Br)C(Cl)(Cl)Cl (stereo not given),-50,·,·
CCN1CCc2c(C#N)c(N3CCOCC3)nc(NCc3ccccc3)c2C1,-43,-0.75,-0.64
Cn1c(SCC(=O)NC2CCCCC2)nnc1-c1cccc(N)c1,-50,0.39,0.11
O=C(NC1CCCC1)C1CCN(S(=O)(=O)N2CCCCC2)CC1,·,0.48,-0.52
Nc1ccc(-c2nc3c(Cl)c(N)ccc3[nH]2)cc1,38,0.75,0.6
COc1ccc(-c2noc(CSc3nc(N)c(-c4ccccc4)c(=O)[nH]3)n2)cc1,·,-0.19,0.56
COc1ccc(-c2nc(CCl)cs2)cc1OC,17,·,·
O=C(NC1CCCCCC1)c1c(F)c(F)c(F)c(F)c1F,·,-0.31,-0.26
Cc1cccc(C)c1NC(=O)C(NC(=O)c1ccccn1)c1ccc([N+](=O)[O-])cc1 (stereo not given),6,0.43,0.99
Nn1cnc2c(c1=O)C1(CCCCC1)Cc1ccccc1-2,0,-1.8,-0.92
Cc1ccccc1NC1=NC(C)(C)N=C(N)N1,0,1.2,1.9
O=C1CCCC2=C1C(c1ccc(O)c(O)c1)Nc1ccc3ncccc3c12 (stereo not given),6,·,·
O=C(C1=C(O)C(=O)N(CCOCCO)C1c1cccs1)c1cccs1 (stereo not given),·,-0.18,-1.3
CC(=O)OC1CC(C)(C)N(OC(=O)CCCN2C(=O)c3ccccc3C2=O)C(C)(C)C1,-7,-0.28,-0.69
Cc1ccc(S(=O)(=O)N(CC(=O)NCCSCc2ccco2)c2cc(C)ccc2C)cc1,-81,·,·
CCN1C(=O)/C(=C\N(C)C)c2ccccc21,38,0.06,-0.09
CCCC(=O)Nc1nc2ccc(NC(=O)c3ccc(Br)o3)cc2s1,29,-1.2,-0.33
O=C(c1ccccc1)c1cccn1CC(=O)N1CCN(C2CCCCC2)CC1,-13,0.76,0.76
COc1ccc(Cc2c(O)nc(SC)n(C(C)=O)c2=O)cc1,33,0.85,1.8
CC(C)(C)c1ccc(OCCn2ccccc2=O)cc1,-36,-0.42,0.32
# (continued)
SMILES,Insulin prom inh,SDO1 yeast rescue,SDO1 yeast rescue Rescue 24 h
O=C(Nc1nnc(SCc2c(Cl)cccc2Cl)s1)C1CCCO1 (stereo not given),0,-1.9,-1.5
CC1Cc2cc(/C(O)=C3/C(=O)C(=O)N(CCCn4ccnc4)C3c3ccncc3)ccc2O1 (stereo not given),58,0.38,-0.55
COc1ccc(-c2ccnc(SCC(=O)c3ccc(Br)cc3)n2)cc1,31,-0.19,0.22
COCC(=O)Nc1cc(C(=O)OC)cc(C(=O)OC)c1,13,0.91,0.57
O=C(CN1CCCCCC1)NCCc1ccc(F)cc1,·,0.01,0.37
COc1ccc(Nc2nc(-c3cccc([N+](=O)[O-])c3)nc3ccccc23)cc1,-29,-1.9,-0.82
COc1ccc(NCc2n[nH]nc2-c2ccccc2)cc1Cl,-13,-1,-0.22
CCOc1cc(/C=N/NC(=O)Cc2ccc(C(F)(F)F)cc2[N+](=O)[O-])c(Br)cc1OC,·,-0.35,1.5
c1ccc(C2=Nc3ccccc3SC2c2nc3ccccc3[nH]2)cc1 (stereo not given),25,-0.23,-0.42
O=C(OCC(=O)N1CCc2ccccc21)c1ccc(Cl)nc1,46,0.11,-0.76
COc1cc(C2c3c(oc4ccccc4c3=O)C(=O)N2Cc2ccncc2)ccc1O (stereo not given),·,1,-0.49
CCN(CC)CCN(C(=O)c1ccc(Br)s1)c1nc2cc3c(cc2s1)OCCO3,22,·,·
Cc1cc(C)c(C(=O)CSc2nnc(C)c(=O)[nH]2)cc1C,-64,·,·
CC1=C(C(=O)NC(C)C)C2(CCC(C)CC2)OC1=O (stereo not given),·,-0.78,-0.9
Cc1cc(C(=O)N2CCN(c3ncccn3)CC2)c2cc(F)ccc2n1,·,0.89,1.3
CCOC(=O)c1c(C)[nH]c(C(=O)/C(C#N)=C/c2ccc(OC(F)F)c(OC)c2)c1C,·,-0.03,-0.6
O=C(O)c1ccc(Sc2nnnn2-c2ccccc2)c([N+](=O)[O-])c1,12,1.9,2.1
CCOC(=O)c1cc2cc(OC)ccc2nc1C,67,-0.16,-0.75
CCN1CCN(Cc2ccc(NC(=O)CC3Oc4ccc(C)cc4NC3=O)cc2)CC1 (stereo not given),·,1.2,1
COc1ccc(NC(=O)C2CCCN(S(=O)(=O)c3c(C)[nH]c(=O)[nH]c3=O)C2)cc1OC (stereo not given),50,·,·
CN(C)c1ccc(N=Nc2ccc(S(=O)(=O)O)cc2)c2ccccc12,29,·,·
O=C(O)C=C1CCN(c2ncc(C(F)(F)F)cc2Cl)CC1,23,0.88,0.78
O=c1c2c(nc3cc(-c4ccc(F)cc4)[nH]n13)CCC2,·,-0.17,-0.09
O=C(Nc1ccc2nc3n(c(=O)c2c1)CCCC3)c1cc([N+](=O)[O-])ccc1F,28,1.4,0.74
CCOC(=O)Cc1nnc(NC(=O)C(CC)Sc2nnc3c4ccccc4n(C)c3n2)s1 (stereo not given),-3,0.2,-0.23
# Carrying on:
SMILES,Insulin prom inh,SDO1 yeast rescue,SDO1 yeast rescue Rescue 24 h
O=C(CSC(=S)N1CCSCC1)c1ccc(Cl)cc1,-19,·,·
O=C1C2CC=CCC2C(=O)N1CC(=O)N(Cc1ccccc1)C1CCS(=O)(=O)C1 (stereo not given),·,-0.27,-0.48
CC(C)C(=O)Nc1ccc(NC(=O)c2ccccc2Cl)nc1,-19,-0.88,-1.5
COC(=O)CCCC(=O)Nc1c(F)c(F)c(F)c(F)c1F,-27,1.8,1.6
CCOc1ccc(S(=O)(=O)NCCC(=O)NC2=NCCS2)cc1,21,-0.2,-0.4
CCCNC(=O)COc1ncnc2sc(C)c(C)c12,-2,0.19,-0.86
CC(C)(C)c1cc(C(=O)Nc2cccc3ccccc23)ccn1,-12,-1.5,-1.3
Cc1cccc(CSC(Nc2ccc(F)cc2)=C(C#N)C#N)c1,-44,-1.1,-0.95
Cn1c(CO)cnc1SCc1ccccc1,-20,1,0.97

# Bioassay records from PubChem BioAssay.
